Bioassay records (PubChem BioAssay)
hERG protect: hERG (human) protection from proarrhythmic block. CHO-hERG, FluxOR thallium flux, dofetilide IC70 present. activation (rescue from dofetilide block), less the hit threshold, % at 10 µM. actives 0.51% (n = 310,000). AID 1511;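 active means activation above the mean of controls blocked by dofetilide plus 5 SD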;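 further: thallium influx through hERG after potassium depolarization seen as dye fluorescence rise; in these data hits start at about 4.7%; inactives centre near -7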
PolyA inh: yeast polyadenylation inhibition. S. cerevisiae SKY197-pL101 polyadenylation reporter, beta-gal luminescence; efflux-impaired pdr1/pdr3 knockout yeast; score 100 = 6 SD above DMSO. calls only at 12 µM. actives 0.02% (n = 300,000). AID 1875;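 active means lowest replicate activity score at least 50, where 100 means six control SD above control mean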;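 further: yeast exposed to compound for 9 h at 30 °C; higher score means more reporter readthrough which indicates perturbed polyadenylation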
TRPC4 act: TRPC4 (mouse) channel activation. HEK293 TRPC4beta/mu-opioid, Fluo4 calcium fluorescence; active compounds read high. B-score at 10 µM. Q9QUQ5. actives 0.49% (n = 310,000);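 active means B-score above 5 SD of library B-scores, and initial fluorescence ratio not above library mean plus 5 SD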;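 further: positive B-score marks a calcium rise read as TRPC4 activation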
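Technique: kinetic Fluo4 calcium fluorescence; Test system: TRPC4beta and mu-opioid receptor HEK293 stable cells; Measure: B-scored integrated calcium fluorescence ratio; Benchmarks: low control buffer alone, high control maximal DAMGO; Schedule: 45 min room-temperature Fluo4 loading, 110 s read.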
Platelet DG rel: platelet dense granule release activity. actives 0.22% (n = 300,000). human platelet-rich plasma, SFLLRN dense granule ATP release, luminescence. inhibition, %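 (compounds screened at 7.5 µM in platelet-rich plasma)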;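 active means mean replicate score, as percent of positive control, at or above 50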
KCNQ1 pot: potentiators or activators of human KCNQ1 potassium channel; B-score at 10 µM; CHO-K1 KCNQ1, thallium flux FluxOR fluorescence; active compounds read high; P51787; AID 2648; actives 0.35% (n = 310,000);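 active means fluorescence ratio B-score, a plate-corrected score, at least three library SD, with initial intensity B-score within 5 SD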
Target sequence (P51787 whole entry, looked up): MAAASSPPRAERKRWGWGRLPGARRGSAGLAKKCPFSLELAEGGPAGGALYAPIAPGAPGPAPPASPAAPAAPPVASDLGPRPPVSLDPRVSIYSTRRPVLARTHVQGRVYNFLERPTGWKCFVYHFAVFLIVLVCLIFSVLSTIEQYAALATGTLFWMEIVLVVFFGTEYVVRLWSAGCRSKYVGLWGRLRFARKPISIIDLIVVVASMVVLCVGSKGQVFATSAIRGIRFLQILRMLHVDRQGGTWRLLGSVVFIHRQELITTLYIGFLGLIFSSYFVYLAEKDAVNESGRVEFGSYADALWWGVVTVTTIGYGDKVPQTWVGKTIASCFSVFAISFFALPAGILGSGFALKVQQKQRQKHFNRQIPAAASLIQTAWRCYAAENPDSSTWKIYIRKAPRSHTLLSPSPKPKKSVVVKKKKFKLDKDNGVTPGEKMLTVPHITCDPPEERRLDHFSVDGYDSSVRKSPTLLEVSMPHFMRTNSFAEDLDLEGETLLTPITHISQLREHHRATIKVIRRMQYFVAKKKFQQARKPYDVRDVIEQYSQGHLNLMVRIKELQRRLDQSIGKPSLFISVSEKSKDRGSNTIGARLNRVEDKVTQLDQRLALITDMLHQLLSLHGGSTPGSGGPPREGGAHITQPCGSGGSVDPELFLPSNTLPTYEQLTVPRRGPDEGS
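Material: CHO-K1 cells stably expressing KCNQ1. Medium: assay buffer for compound exposure, DMSO matched across wells. Reagent: K+/Tl+ depolarizing stimulus. Compound dosing: single-concentration screen. Times: 37 °C overnight plating, 90-min dark dye load, 20-min compound pretreatment. Technique: FluxOR Tl+ flux fluorescence.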
KCNK3 inh: human KCNK3 channel inhibition, primary screen. actives 0.84% (n = 340,000). B-score at 10 µM. CHO-KCNK3 thallium flux, FluxOR fluorescence; active compounds read low. AID 602410;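 active means B-score under library mean minus 4 SD, starting fluorescence ratio at most library mean plus 5 SD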;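 further: more negative B-score means stronger inhibition of thallium flux through KCNK3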
Target sequence (O14649 whole entry, looked up): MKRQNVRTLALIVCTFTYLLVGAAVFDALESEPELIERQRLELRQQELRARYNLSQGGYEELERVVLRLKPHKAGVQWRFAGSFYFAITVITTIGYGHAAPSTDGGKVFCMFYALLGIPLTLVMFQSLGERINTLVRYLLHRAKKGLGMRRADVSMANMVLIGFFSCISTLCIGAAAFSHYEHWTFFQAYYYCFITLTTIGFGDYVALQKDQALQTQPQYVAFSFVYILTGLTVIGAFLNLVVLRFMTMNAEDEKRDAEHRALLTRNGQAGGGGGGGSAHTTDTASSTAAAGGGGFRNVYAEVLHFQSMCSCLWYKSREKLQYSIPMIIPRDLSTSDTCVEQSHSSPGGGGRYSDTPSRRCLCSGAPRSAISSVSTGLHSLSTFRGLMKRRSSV
TRPC4 potent: allosterically enhances the mouse TRPC4 cation channel; B-score at 10 µM; HEK293 TRPC4beta/mu-opioid, DAMGO EC20, Fluo-4 Ca2+ flux; active compounds read high; AID 2227; actives 0.42% (n = 310,000); Q9QUQ5;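 active means B-score of calcium response area above 5 SD of library B-scores, with initial fluorescence ratio within 5 SD of library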;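 further: B-score of integrated fluorescence ratio over time as area under calcium response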
KCNK9 block: blocks the human KCNK9 two-pore domain potassium channel; B-score at 10 µM; HEK293 KCNK9, FluxOR thallium flux fluorescence; active compounds read low; Q9NPC2; AID 488922; actives 1.2% (n = 310,000);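 active means ratio B-score over 3 SD below the library mean, with starting fluorescence within 5 SD of its mean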;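 further: negative B-score means less thallium flux so channel inhibition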
TRPC4 inh: TRPC4 (mouse) channel inhibition | HEK293 TRPC4beta/mu-opioid, DAMGO-evoked Fluo4 calcium flux; active compounds read low | B-score at 10 µM | AID 2247 | actives 0.39% (n = 300,000);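 active means B-score over 3 SD under the library average, no early fluorescence shift, positive overall ratio signal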
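Assay system – HEK293 line stably carrying TRPC4beta and mu-opioid receptor · Doses – single dose · Detection – Fluo4 calcium-dye fluorescence, kinetic read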
Dyrk1A ADPGlo: blocks rat Dyrk1A kinase activity; Q63470; ADP-Glo luminescence, NFATc1 peptide; inhibition, % at 12.5 µM; actives 0.43% (n = 310,000); in the data active means inhibition above about 50%;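 further: plate controls were vehicle with enzyme for no effect and no enzyme for full effect; many of its hits are not listed in these tables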
KCNQ1 inh: inhibitors of human KCNQ1 potassium channel; P51787; CHO-K1 KCNQ1, FluxOR thallium flux fluorescence; active compounds read high; B-score at 10 µM; actives 1.3% (n = 310,000); AID 2642;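 active means compounds whose thallium flux B-score, printed positive for inhibition, exceeds three library SD while starting fluorescence stays within three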;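 further: channel opened by potassium depolarization with thallium stimulus after 20 min compound exposure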
* hit, by the source's call; i = inactive; x = no result given. Not all compounds are listed, so the mix of outcomes need not match the whole.

SMILES | hERG protect | PolyA inh | TRPC4 act | Platelet DG rel | KCNQ1 pot | KCNK3 inh | TRPC4 potent | KCNK9 block | TRPC4 inh | Dyrk1A ADPGlo | KCNQ1 inh
CCCCC1=NN(C(=O)c2cocc2C)C(O)(C(F)(F)F)C1 (stereo unspecified) | -1 | i | i | -3 | i | i | i | i | i | -6 | i
O=C(OCc1ccccn1)c1ccc(COc2ccccc2Cl)o1 | -8 | i | i | -12 | i | i | i | i | i | 2 | i
CC(C)(C)OC(=O)NCCCCCc1nnc(SCC(=O)Nc2cccc(Cl)c2)o1 | -17 | i | i | -13 | i | -9.2* | i | i | i | -2 | i
COc1ccc(N=C2SC(C(=O)N3CCN(c4ccccc4)CC3)CC(=O)N2C)cc1 (stereo unspecified) | -4 | i | i | -2 | i | i | i | i | i | -2 | i
Brc1ccc(C2=Nc3cccc4cccc(c34)N2)o1 | -9 | i | i | 9 | i | i | i | i | i | 7 | i
COC(=O)c1ccc(S(=O)(=O)N2CCCCCC2)n1C | -10 | i | i | -1 | i | i | i | i | i | x | i
COc1ccc(OC)c(Nc2nc(N)c([N+](=O)[O-])c(NC3CCCCC3)n2)c1 | -2 | i | i | 0 | i | i | i | i | i | 3 | i
CN(c1ccc(C(=O)N2CCN(Cc3ccccc3)CC2)cc1)S(=O)(=O)c1ccc(Cl)cc1 | -7 | i | i | 9 | i | i | i | i | i | 1 | i
Cc1cc(C[n+]2ncsc2N)c2ncccc2c1 | -20 | i | i | -7 | i | i | i | i | i | 0 | i
Cc1ccc(NC(=O)Cn2ncn3c(cc4ccccc43)c2=O)c(C)c1 | -7 | i | i | 0 | i | i | i | i | i | 3 | i
N#Cc1ccccc1OCC(=O)OCCCOC(=O)COc1ccccc1C#N | -5 | i | i | -5 | i | i | i | i | i | -1 | i
CCOc1ccc(-c2c(=O)n(O)c3ccccc3[n+]2[O-])cc1 | 18* | i | i | -7 | 12* | i | i | i | i | -1 | i
COc1cc(C2C3=C(CCCC3=O)Nc3[nH]n(-c4ccccc4)c(=O)c32)cc(OC)c1OC (stereo unspecified) | -10 | i | i | 2 | i | i | i | i | i | 0 | i
CCNc1ccc(C(=O)OCC)cc1NC(=O)c1cccc(S(=O)(=O)N(C)c2ccccc2)c1 | -16 | i | i | 20 | i | i | i | i | i | -2 | i
Cn1c(=O)c(=O)n(C)c2cc(N3CCOCC3)c(NS(=O)(=O)c3ccc(Br)cc3)cc21 | -5 | i | i | 3 | i | i | i | i | i | -9 | i
Cc1ccc2cc(CN(C(=O)C3CCCO3)C3CCCCC3)c(=O)[nH]c2c1 (stereo unspecified) | -6 | i | i | -6 | i | i | i | i | i | -2 | i
O=c1[nH]c2ccc(Cl)cc2c(-c2ccccc2)c1N1CCOCC1 | -9 | i | i | -1 | i | i | i | i | i | 1 | i
C=CCn1c(SCc2cc(=O)n3ccsc3n2)nc2scc(C3CC3)c2c1=O | -9 | i | i | 2 | i | i | i | i | i | -2 | i
COc1cccc(C(=O)NNc2nc(C)cc(C)n2)c1 | -5 | i | i | 8 | i | i | i | i | i | 0 | i
C#CCOc1ccc(/C=C2/C(=O)N(c3cccc(C(=O)O)c3)N=C2C)cc1OC | -14 | i | i | 4 | i | i | i | i | i | -5 | i
O=C(CCC(=O)N1CCN(S(=O)(=O)c2ccc(Cl)cc2)CC1)Nc1cccc(Br)c1 | -8 | i | i | -4 | i | i | i | i | i | -7 | i
Cc1ccc2c(CC(=O)O)coc2c1C | -5 | i | i | 2 | i | i | i | i | i | 3 | i
CC12C(=O)N(c3ccccc3)C(=O)C1C(c1ccccc1)N1CCCN12 (stereo unspecified) | -5 | i | i | 17 | i | i | i | i | i | 7 | i
COc1ccc(C(=O)Nc2cc(C)nn2-c2nc3ccccc3[nH]2)c(OC)c1 | -38 | i | i | 0 | i | i | i | i | i | -1 | i
Cc1nn(CC(=O)N(C)C)c(=O)c2ccccc12 | -11 | i | i | 10 | i | i | i | i | i | 0 | i

Continued; the last 3 above are carried over.
SMILES | hERG protect | PolyA inh | TRPC4 act | Platelet DG rel | KCNQ1 pot | KCNK3 inh | TRPC4 potent | KCNK9 block | TRPC4 inh | Dyrk1A ADPGlo | KCNQ1 inh
CC12C(=O)N(c3ccccc3)C(=O)C1C(c1ccccc1)N1CCCN12 (stereo unspecified) | -5 | i | i | 17 | i | i | i | i | i | 7 | i
COc1ccc(C(=O)Nc2cc(C)nn2-c2nc3ccccc3[nH]2)c(OC)c1 | -38 | i | i | 0 | i | i | i | i | i | -1 | i
Cc1nn(CC(=O)N(C)C)c(=O)c2ccccc12 | -11 | i | i | 10 | i | i | i | i | i | 0 | i
COc1ccc(Cl)cc1C(=O)NNC(=O)C1COc2ccccc2O1 (stereo unspecified) | -16 | i | i | -2 | i | i | i | i | i | -2 | i
C=CCNC(=O)COc1ccc(N(C)S(=O)(=O)c2ccc(NC(C)=O)cc2)cc1 | -9 | i | i | 4 | i | i | i | i | i | -11 | i
O=C(O)CSc1nc(SCc2ccccc2Cl)nc2c1CCCC2 | -6 | i | i | -3 | i | i | i | i | i | 0 | i
O=C(O)CCCCCN1C(=O)C2CCCCC2C1=O (stereo unspecified) | -8 | i | i | 0 | i | i | i | i | i | 3 | i
CCOC(=O)c1ccccc1NC(=O)COC(=O)CSC(C)C(=O)Nc1cc(C)on1 (stereo unspecified) | -17 | i | i | 0 | i | i | i | i | i | -4 | i
Cc1ccc2nc(SCC(=O)Nc3ccc(Cl)cc3)nc(=O)n2c1 | -10 | i | i | 19 | i | i | i | i | i | -4 | i
Cc1ccc(C)n1/N=C1/NC(=O)CS1 | -6 | i | i | -2 | i | i | i | i | i | 2 | i
O=C(NCCN1CCOCC1)/C(=C\c1ccc(F)cc1)NC(=O)c1ccccc1 | -7 | i | i | -40 | i | i | i | i | i | 4 | i
CCCC1(c2ccccc2)NC(=O)N(CC(=O)Nc2cc(C)on2)C1=O (stereo unspecified) | -10 | i | i | 1 | i | i | i | i | i | 1 | i
CN(CC(=O)N1CCN(c2ccccn2)CC1)S(=O)(=O)c1ccc(Br)cc1 | -8 | i | i | 0 | i | i | i | i | i | 9 | i
CC(NCc1ccc(N(C)C)cc1)C1CC2CCC1C2 (stereo unspecified) | -13 | i | i | -2 | i | i | i | i | i | 2 | i
C[C@H](NC(=O)c1nc[nH]c1C(=O)N[C@@H](C)C(=O)OC(C)(C)C)C(=O)OC(C)(C)C | -9 | i | i | 7 | i | i | i | i | i | 0 | i
CCn1c(=O)c(C(=O)NC(C)c2ccccc2)c(O)c2ccccc21 (stereo unspecified) | 2 | i | i | -2 | i | i | i | i | i | 7 | i
COCCOC(=O)c1[nH]c2c(c1C)C(=O)CC(c1cc(OC)c(OC)c(OC)c1)C2 (stereo unspecified) | -9 | i | i | 8 | i | i | i | i | i | -1 | i
Cc1ccc(N2C(=O)N(CC(=O)NCc3ccccc3Cl)C(=O)C2C)cc1 (stereo unspecified) | -2 | i | i | -2 | i | i | i | i | i | -8 | i
CCOc1ccccc1NC(=O)COn1nnc2ccccc21 | -10 | i | i | -7 | i | i | i | i | i | 6 | i
CC(C)(C)NC(=O)c1cc(-c2ccc3c(c2)OCO3)nc2ccccc12 | -12 | i | i | -13 | i | i | i | i | i | 2 | i
O=C(NCCCc1ccncc1)C1CCC(=O)N(CCc2cccc(F)c2)C1 (stereo unspecified) | -4 | i | i | -12 | i | i | i | i | i | 9 | i
Cc1ccc(S(=O)(=O)NC2CCCC2)cc1C | -4 | i | i | x | i | i | i | i | i | -4 | i
COCCNC(=O)c1sc2ncn(CC(=O)Nc3ccc(C)c(Cl)c3)c(=O)c2c1C | -4 | i | i | 2 | i | i | i | i | i | 23 | i
Cc1ccccc1N1CCN(C(=S)c2ccccc2)CC1 | -11 | i | i | 17 | i | i | i | i | i | x | i
Nc1nnnn1/N=C/c1ccccc1C(F)(F)F | -3 | i | i | 7 | i | i | i | i | i | 4 | i
COc1ccc(/C=C2\Oc3cc(OCC(=O)N4CCC[C@H]4C(=O)O)ccc3C2=O)cc1OC | -7 | i | i | 2 | i | i | i | i | i | 5 | i
Oc1ccc(-c2nccc(-c3ccc(F)cc3)n2)cc1 | -1 | i | i | 6 | i | i | i | i | i | 15 | i
Cc1ccc(S(=O)(=O)NC(=O)Nc2ccc(Cl)cn2)cc1 | -4 | i | i | -5 | i | i | i | i | i | -1 | i
Further results follow:
SMILES | hERG protect | PolyA inh | TRPC4 act | Platelet DG rel | KCNQ1 pot | KCNK3 inh | TRPC4 potent | KCNK9 block | TRPC4 inh | Dyrk1A ADPGlo | KCNQ1 inh
O=c1c2oc3ccccc3c2ncn1Cc1ccccc1Cl | -1 | i | i | 0 | i | i | i | i | i | 5 | i
Cc1ccc(S(=O)(=O)Nc2ccc(C(=O)OCC(=O)N(CCC#N)c3ccccc3)cc2)cc1C | -8 | i | i | -33 | i | i | i | i | i | 6 | i
COc1cc(-c2nnc(NC(=O)c3ccco3)o2)cc(OC)c1OC | -12 | i | i | 3 | i | i | i | i | i | 7 | i
COc1ccc(NC(=O)CN2CCc3ccccc3C2)c(OC)c1 | -11 | i | i | 7 | i | i | i | i | i | 6 | i
COc1ccc(C(C(=O)NC(C)(C)C)N(C(=O)Cn2nnc3ccccc32)c2ccc(C(C)=O)cc2)cc1O (stereo unspecified) | -12 | i | i | -1 | i | i | i | i | i | -9 | i
CCOc1ccc(NC(=O)C2CCN(S(=O)(=O)CC)CC2)cc1 | -10 | i | i | 20 | i | i | i | i | i | 1 | i
COc1cc(N2C(=O)c3ccccc3C2=O)c(Cl)cc1C(=O)OCC(=O)NCc1ccco1 | -7 | i | i | 1 | i | i | i | i | i | 7 | i
Cc1cccc(NC(=O)NCCN2CCN(c3ccccc3)CC2)c1C | -3 | i | i | 1 | i | i | i | i | i | -3 | i
CCCCC(=O)NCCc1cc2ccc(OC)cc2[nH]c1=O | -5 | x | i | x | i | i | i | i | i | 7 | i
Cc1nnc2n1N=CC=C(C(C)(C)C)S2 | -6 | i | i | 7 | i | i | i | i | i | 1 | i
Cc1ccc2[nH]c3c(c2c1)SC(C)(C)CC3=O | -13 | i | i | 1 | i | i | i | i | i | 3 | i
Cc1cc(C)c2c(n1)nn1c(NCCOCCO)cc(C)nc21 | -10 | i | i | 10 | i | i | i | i | i | 0 | i
O=C(c1sc2ccccc2c1Cl)N1CCN(c2ncccn2)CC1 | -8 | i | i | 3 | i | i | i | i | i | 7 | i
